PKA-R2B activ = activators of human PKA-R2B complex | PKA-R2B holoenzyme dissociation, Cy5-IP20 fluorescence polarization; R2B truncated from residue 108, S112A mutant; 0% DMSO only, 100% 113 µM cGMP | activation, % at 11.4 µM | 340,000 compounds, 0.079% hits | AID 504700;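 active = activation above a cutoff set at the mean over all compounds plus 3 SD, cut at about 18% in these data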;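 note: higher means more holoenzyme dissociation and a rise in polarization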
Target sequence (P31323 whole entry, looked up, other chains not shown, the tested form may be a part): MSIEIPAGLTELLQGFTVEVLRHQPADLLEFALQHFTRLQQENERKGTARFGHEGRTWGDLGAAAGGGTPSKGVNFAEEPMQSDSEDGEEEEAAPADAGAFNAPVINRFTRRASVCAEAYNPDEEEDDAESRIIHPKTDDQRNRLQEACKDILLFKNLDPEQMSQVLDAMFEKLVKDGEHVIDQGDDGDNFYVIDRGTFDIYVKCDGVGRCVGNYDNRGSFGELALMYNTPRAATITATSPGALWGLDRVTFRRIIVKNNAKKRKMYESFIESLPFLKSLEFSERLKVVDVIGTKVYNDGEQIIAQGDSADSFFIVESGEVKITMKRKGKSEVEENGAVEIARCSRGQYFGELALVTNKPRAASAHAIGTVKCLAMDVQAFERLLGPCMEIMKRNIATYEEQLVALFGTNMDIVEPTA
AddAB inh = less growth of phage-infected E. coli with AddAB; E. coli expressing H. pylori AddAB, absorbance growth; inhibition, % at 11.9 µM; 330,000 compounds, 0.29% hits; AID 435030; in the data active = inhibition above about 12%;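 note: 0% = vehicle wells of infected cells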
OPRM1-OPRD1 inv = inverse agonists of human mu-delta opioid receptor heterodimerization | 340,000 compounds, 0.21% hits | inhibition, % at 9.3 µM | cell-based MOR-DOR heterodimer luminescence, inverse agonism; in the data active = inhibition above about 22%, passing the limit was not always enough;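 note: 0% = cells with DMSO and 100% = wells without cells with DMSO; values of inactives mirror those of a sister screen read the other way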
PfHsp90 yeast 2 = growth inhibition of yeast expressing Plasmodium Hsp90; 310,000 compounds, 0.32% hits; AID 504621; inhibition, % at 9.4 µM; S. cerevisiae expressing PfHsp90, BacTiter-Glo ATP, 48 h; yeast lacking PDR1 and PDR3 efflux regulators;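 active = every replicate shows inhibition above about 80%, whatever the replicate mean, limit read from the data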;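 note: 0% = DMSO neutral controls and 100% = 20 µM radicicol positive controls; yeast relying on Plasmodium falciparum Hsp90 in place of its own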
Mot1-301 SUMO = SUMOylation pathway inhibition by Mot1-301 growth rescue; S. cerevisiae Mot1-301 growth rescue, ATP luminescence, 38.5C; percent above DMSO median, 100 means doubled; growth rescue, % at 18.8 µM; 320,000 compounds, 1% hits; AID 2716;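 active = every valid replicate shows activation above 250% relative to neutral control wells; inactive = the rest, any valid replicate at or below 250%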;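 note: OY570 slx delta 5 strain wells were the positive control but not used for scaling; some compounds called inactive have numbers as strong as hits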
PKA-R1A activ = PKA-R1A complex activation; P00514+P68181; PKA-R1A dissociation, Cy5-IP20 fluorescence polarization; scaled: DMSO 0%, 113 µM cGMP 100%; activation, % at 11.4 µM; 340,000 compounds, 0.083% hits;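 active = percent activation above the mean of all tested compounds plus 3 SD, cut at about 19% in these data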;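 note: higher means more PKAc released from R1A so a rise in polarization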
Tat transport = inhibitors of E. coli Tat protein transport | E. coli MC4100 TorA-mCherry Tat export, fluorescence | AID 488895 | 340,000 compounds, 0.036% hits | inhibition, % at 10 µM;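 active = mean replicate inhibition at least 50% and at least half of replicates individually reaching 50%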;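 note: exported cargo escapes ClpAP degradation while cytoplasmic cargo is degraded and loses fluorescence; 0% = median of neutral control wells and 100% = median of NaSCN control wells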
OPRM1-OPRD1 ag = OPRM1-OPRD1 heterodimerization agonism; P35372+P41143; AID 504326; 340,000 compounds, 0.3% hits; cells, luminescence; activation, % at 9.3 µM; in the data active = activation above about 18%;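 note: 0% = vehicle-treated cells and 100% = reference agonist; values of inactives mirror those of a sister screen read the other way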
E coli growth = counter-screen for AddAB inhibitors: E. coli growth inhibition; E. coli V3065 growth, OD600 absorbance, 18 h; inhibition, % at 11.9 µM; 330,000 compounds, 0.27% hits; AID 449728;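 active = inhibition above the campaign's mean inhibition across all tested compounds plus 3 SD, cut at about 9.9% in these data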;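 note: uninfected addAB+ strain grown without phage in ampicillin broth; 0% = DMSO wells and 100% = ciprofloxacin 0.95 µg/ml wells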
HTR5A inv ag = counter-screen for OPRM1-OPRD1 inverse agonists: human HTR5A inverse agonism; AID 504634; HTR5A cell line, luminescence; inhibition, % at 9.3 µM; P47898; 340,000 compounds, 0.083% hits; in the data active = inhibition mostly above about 23%, no sharp cut-off; inactive = mostly below about 18%;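 note: 0% = cells with DMSO and 100% = no-cell wells with DMSO; some compounds called inactive have numbers as strong as hits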
Target sequence (P47898 whole entry, looked up): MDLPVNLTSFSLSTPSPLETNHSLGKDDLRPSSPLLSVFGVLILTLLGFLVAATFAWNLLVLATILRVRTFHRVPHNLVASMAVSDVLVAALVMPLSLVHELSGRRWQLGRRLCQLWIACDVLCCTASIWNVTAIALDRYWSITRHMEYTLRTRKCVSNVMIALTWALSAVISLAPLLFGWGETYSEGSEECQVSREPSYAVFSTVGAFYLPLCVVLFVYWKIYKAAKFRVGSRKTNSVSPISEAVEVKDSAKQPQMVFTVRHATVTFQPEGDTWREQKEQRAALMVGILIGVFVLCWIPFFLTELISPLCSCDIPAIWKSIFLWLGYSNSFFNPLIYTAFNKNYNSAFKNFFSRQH
phage Ecoli inh = E. coli growth loss with phage present. growth absorbance. inhibition, % at 11.9 µM. 360,000 compounds, 0.26% hits. AID 651602; in the data active = inhibition above about 11%
Numbers without * were called inactive; . = not tested or not shown.

SMILES	PKA-R2B activ	AddAB inh	OPRM1-OPRD1 inv	PfHsp90 yeast 2	Mot1-301 SUMO	PKA-R1A activ	Tat transport	OPRM1-OPRD1 ag	E coli growth	HTR5A inv ag	phage Ecoli inh
Cc1cc(C)cc(C(=O)OCC(=O)NCc2ccco2)c1	1	-1.4	14	-13	1	7	1	-2.7	-1.6	-5	0.2
CCN(CC(=O)NC1CCS(=O)(=O)C1)C(=O)c1ccc(OC)c([N+](=O)[O-])c1 (stereo not given)	2	-1.4	13	11	-20	-3	-7	-3.4	-1.1	-9	2.6
O=C(COC(=O)COc1ccccc1[N+](=O)[O-])NC1CCCCC1	-8	0.4	-2	-4	15	-2	0	0.5	-0.5	-15	0.6
O=C(CCN1C(=O)[C@@H]2Cc3ccccc3CN2C1=O)NCc1ccc(Cl)cc1	9	2.7	0	21	-10	1	-5	-0.1	1.2	-29	2.4
O=C(Nc1ccccc1Oc1cccnc1)C1CCCN(C/C=C/c2ccccc2)C1 (stereo not given)	-11	.	16	-5	-12	-2	0	-4.8	.	0	-1.1
Cc1cccc(CSc2ncnc3nc[nH]c23)c1	3	0.4	3	17	1	-11	-7	-0.5	1.1	-1	1.4
COC(=O)CNC(=O)c1cc(-c2ccncc2)nc2ccc(C)cc12	2	-0.2	14	-47	365	-17	-7	-2.6	-0.6	14	3.7
Cc1cc(C)n(-c2cc(C(=O)O)cc(C(=O)O)c2)n1	0	2.8	9	-14	17	2	-18	-1.6	1.1	1	2.9
CCN(CC)CCCNC(=O)C1c2ccccc2C(=O)N(C)C1c1ccc(OC)cc1 (stereo not given)	-1	1.1	12	-13	7	-9	3	-2.0	0.8	20	1.9
Cc1cc(C)nc(NS(=O)(=O)c2ccc(NC(=O)c3cccs3)cc2)n1	-14	3.8	12	1	7	-3	3	-2.8	0.7	-8	3.7
CCCCn1c(SCC(=O)NC(=O)Cc2ccccc2)nc2ccccc2c1=O	-10	3.3	8	-1	-12	-14	-5	-2.0	2.1	-3	2.8
COC(C/C=C/[C@@H](O)[C@H](C)OCc1ccccc1)OC	-5	1.0	2	7	-15	11	6	-0.4	-0.9	6	0.0
CC1(C(=O)O)CCC(C(=O)NC2CCCCCC2)C1(C)C (stereo not given)	5	3.0	10	7	17	-12	0	-1.9	1.2	-61	1.9
CCC(C(=O)NC1CCCC1)N(C(=O)Cn1nnc(-c2cccs2)n1)c1cnc2ccccc2c1 (stereo not given)	-4	-0.2	5	-2	35	-3	1	-0.8	-1.5	-7	2.5
CCCOc1ccc(N2C(=O)CC(NCCCN3CCC(C(N)=O)CC3)C2=O)cc1 (stereo not given)	-2	-1.5	3	4	-10	-4	-1	-0.5	-2.3	-17	0.3
CC1Cc2ccccc2N1C(=O)CSc1ncc(-c2ccc(F)cc2)n1C (stereo not given)	-5	0.5	-6	7	1	-7	-1	1.1	0.2	4	1.7
C/C(=C\C(=O)c1ccccc1)Nc1ccc(O)cc1	-11	-2.3	-48	-46	-11	1	7	9.5	-1.4	-10	0.2
CC1CC(C)CN(S(=O)(=O)c2cccc(C(=O)N3CCN(c4ccc(F)cc4)CC3)c2)C1 (stereo not given)	1	-0.3	-4	-15	8	0	15	1.1	0.7	-2	-3.1
O=C(Nc1c(F)cc(F)cc1Br)c1cc(S(=O)(=O)N2CCN(c3ccccn3)CC2)ccc1F	-8	0.8	13	5	30	-9	-2	-2.5	1.0	5	3.4
Cc1ccccc1N1CC(O)(c2cccs2)[N+]2=C1CCCC2 (stereo not given)	10	3.3	16	20	.	3	-8	-3.4	-0.2	6	2.5
CCCCNC(=O)COC(=O)CNC(=O)c1cc(Cl)cc([N+](=O)[O-])c1	-7	0.3	-9	0	7	4	0	1.8	2.4	-2	3.0
O=C(NCc1ccco1)c1ccccc1NS(=O)(=O)c1ccc2c(c1)OCCO2	-12	1.9	10	.	102	-4	-5	-2.2	0.2	-15	0.2
COc1ccccc1OCC(=O)N1CCCC(Nc2ccc(F)c(F)c2)C1 (stereo not given)	6	0.3	17	9	-25	-5	2	-3.3	0.6	-1	-0.2
C=CCNC(=S)NNC(=O)c1cccnc1	3	1.9	16	2	-10	0	8	-3.1	-0.8	-1	0.2
Cc1cc(C)c(N2C(=O)C3C4CC(=O)C(c5ccccc54)C3C2=O)c(C)c1 (stereo not given)	5	2.3	-1	1	66	1	3	0.2	-0.9	16	2.5
SMILES	PKA-R2B activ	AddAB inh	OPRM1-OPRD1 inv	PfHsp90 yeast 2	Mot1-301 SUMO	PKA-R1A activ	Tat transport	OPRM1-OPRD1 ag	E coli growth	HTR5A inv ag	phage Ecoli inh
O=C(Nc1cccc2nsnc12)c1ccc(-c2cccc(Cl)c2)o1	-3	5.3	-17	-5	-13	1	-12	2.9	-1.1	-50	0.4
Cc1nn(-c2ccccc2)c2sc(-c3nnc(SCC(=O)O)o3)cc12	11	-2.5	8	-5	65	-1	0	-1.4	-1.4	-40	-0.8
COc1ccc(NC(=O)CCC2CCCC2)cc1OC	5	-0.3	0	-7	-11	-4	-6	0.1	-1.6	0	1.7
Cc1cccc(N=Nc2c(N)n[nH]c2-c2ccc(Cl)cc2)c1	1	1.4	-14	-55	-34	2	-1	2.6	-0.7	-10	0.6
O=C(N/N=C/c1cccc([N+](=O)[O-])c1)C1COc2ccccc2O1 (stereo not given)	-3	3.1	-15	-13	678*	-2	7	2.6	-1.7	4	2.5
O=C(CSc1nc2ccccc2c2c1CCCC2)N1CCOCC1	-2	1.2	10	6	-15	3	4	-1.6	-1.5	-6	-1.1
COC(=O)c1ccc(NC(=O)C2C3CCC(C3)C2C(=O)O)cc1 (stereo not given)	-14	3.0	14	11	-14	-1	1	-3.0	0.5	-5	3.0
COc1ccc(F)cc1CN1CCN(C(=O)CCC(=O)Nc2nnc(C(C)C)s2)CC1	-10	1.2	-143	-2	1	0	7	25*	0.7	-28	3.8
CSc1ccc(-c2nc(CSCC(=O)NC3CC3)c(C)o2)cc1	-8	3.3	3	-1	19	2	7	-0.6	-2.0	-8	1.4
Cc1cccc(C(=O)N/N=C/c2cc(Br)c(Br)o2)c1	3	1.0	-15	14	.	-5	2	2.3	-0.3	-1	1.3
CCCCCOc1ccc(C(=O)CCC(=O)NC(C)c2ccc(S(N)(=O)=O)cc2)cc1 (stereo not given)	-7	2.6	-2	-3	14	-2	4	0.5	1.2	0	3.8
COc1ccc(-n2ccc(=O)c(C(=O)O)n2)cc1	-2	-1.7	13	-2	-11	-2	2	-2.2	0.7	-5	1.6
Cc1onc(C(=O)Nc2sc3c(c2C#N)CCCC3)c1[N+](=O)[O-]	-1	1.4	14	-1	27	-8	-2	-2.1	0.3	-1	2.6
Cc1cc(=O)[nH]c2c(C)cc(S(=O)(=O)N3CCCCC3)cc12	-1	.	16	9	-13	3	-3	-3.0	.	-7	3.1
O=C(NCc1nnc(SCC(=O)N2CCc3ccccc32)o1)c1cccs1	-2	-0.1	18	59	-2	-8	-8	-2.8	-1.5	-1	4.6
Cc1ccc(NCc2ccc(Cl)nc2)c(NCc2ccc(Cl)nc2)c1	1	3.9	12	19	-6	5	3	-2.0	1.2	1	2.4
N#Cc1ccc(Oc2cccc(C(=O)O)c2)cc1C#N	-2	1.6	6	-3	266	-1	-4	-0.9	-1.8	-30	1.2
Cc1ccc(OCCC(=O)OC(C)C(=O)Nc2c(C)n(C)n(-c3ccccc3)c2=O)cc1 (stereo not given)	-3	0.8	4	-4	-10	3	0	-0.6	-0.7	-24	4.0
COc1ccc2nc3n(c(=O)c2c1)-c1ccc(Cl)cc1C(=O)NC3Cc1ccc(O)cc1 (stereo not given)	-3	.	3	-43	.	-8	0	-0.6	.	2	-1.3
O=C1Nc2cc(C(=O)NCCCN3CCCC3)ccc2S/C1=C\c1ccccc1	-13	1.5	18	10	-19	-6	2	-3.4	-2.7	-17	-0.9
O=C(OCc1nc2ccccc2[n+]([O-])c1C(=O)c1ccccc1)c1cccnc1	-10	1.3	11	-39	1	-3	-3	-2.2	-3.2	-7	-0.4
Cc1ccc(OCc2cc(C(=O)N3CCN(CC(=O)NC(C)C)CC3)no2)cn1	3	0.7	8	-2	1	-5	0	-1.5	-2.7	-26	-0.2
N/C(=N\OC(=O)c1ccccc1)c1ccccn1	4	0.8	0	34	-7	6	2	-0.1	1.1	-2	3.1
CCS(=O)(=O)Nc1ccc2c(c1)OCO2	-4	1.9	1	25	8	-6	6	-0.1	-0.2	-10	2.6
CN(C)CCNc1nc2c(c(=O)[nH]c(=O)n2C)n1CCOc1ccccc1	-2	1.3	14	2	4	-5	-7	-3.0	0.3	-3	1.2
SMILES	PKA-R2B activ	AddAB inh	OPRM1-OPRD1 inv	PfHsp90 yeast 2	Mot1-301 SUMO	PKA-R1A activ	Tat transport	OPRM1-OPRD1 ag	E coli growth	HTR5A inv ag	phage Ecoli inh
CCC(Cc1ccccc1)NC(=O)C1CCCCC1 (stereo not given)	-1	-0.2	3	1	-9	-2	9	-0.7	3.0	-4	3.3
Cc1c(C(=O)NCc2cccnc2)oc2ccc(S(=O)(=O)N3CCC4(CC3)OCCO4)cc12	3	2.6	-3	3	133	7	-5	0.5	-1.6	9	-0.9
COc1ccc(NC(=O)CN(C)C(=O)CCCN2C(=O)c3cccc4cccc(c34)C2=O)cc1	3	5.3	20	-7	57	-18	-5	-4.0	1.7	-1	0.3
COC(=O)c1c(C)nc2nonc2c1N	-9	2.8	12	16	-12	-20	0	-2.4	2.9	-14	4.6
CCN(CC(=O)Nc1cc(C)on1)CC(=O)Nc1ccccc1C(F)(F)F	-4	2.0	4	8	5	-1	2	-0.8	0.5	-6	0.8
COc1ccc2c(CN3CCN(S(=O)(=O)c4cccs4)CC3)cc(=O)oc2c1	-1	1.1	3	25	-1	1	1	-0.7	-3.6	-5	4.7
Cc1cc(C)cc(NC(=O)N2CCCC2C(=O)Nc2ccc(-n3cnnn3)cc2)c1 (stereo not given)	2	3.7	11	13	3	-3	3	-2.0	-0.9	7	1.0
Cc1ccc(CNc2ncccc2-c2nc3cc(Cl)ccc3o2)cc1	-1	2.6	10	-45	-6	4	-2	-2.0	0.2	1	0.5
CCCCn1c(NC(C)CC)nc2c1c(=O)[nH]c(=O)n2C (stereo not given)	9	-0.5	-4	-5	.	-5	-3	0.8	0.3	-22	-0.6
CC1(C)CC(=O)C2=C(C1)N(Cc1cccnc1)C(=O)C2(NC(=O)C1CC1)C(F)(F)F (stereo not given)	-6	2.3	14	9	98	-5	1	-2.9	-2.2	-6	0.7
CC1(C)CC(NCCC(c2ccccc2)c2ccco2)CCO1 (stereo not given)	-10	-0.2	8	-16	21	7	2	-1.6	0.0	-10	-0.6
Cc1c(NC(=O)c2ccc(CC(C)C)o2)c(=O)n(-c2ccccc2)n1C	10	1.6	14	-20	-8	-11	3	-2.9	2.3	6	3.4

Results in Mot1-301 SUMO (2 entries from above):
molecule | Mot1-301 SUMO
CCC(Cc1ccccc1)NC(=O)C1CCCCC1 (stereo not given) | -9
Cc1c(C(=O)NCc2cccnc2)oc2ccc(S(=O)(=O)N3CCC4(CC3)OCCO4)cc12 | 133

Screens deposited in PubChem BioAssay by several laboratories.
